Compound activity (PubChem)
Pf Dd2 inh: inhibitors of Plasmodium falciparum Dd2 growth; P. falciparum Dd2 growth, SYBR Green, 72 h; Potency, µM (series often up to 28.9 µM), inactives show top-dose activity, negative = inhibition, actives largely listed as inhibitors; 4.3% of 120,000 active; active means well fitted inhibition curve with a large enough effect; inconclusive means small, poorly fitted or top-dose-only effect; inactive means no such curve, though single readings can be large or run the other way;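 further: plate controls were DMSO vehicle for no effect and reference drug for full effect; nearly all actives have a fitted effect of over 65% in size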
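Infected erythrocytes (Dd2, 0.3% parasitemia, 2.5% hematocrit final) are added to compound in RPMI-1640/Albumax II medium, grown 72 h at 37C in low oxygen, then lysed with saponin/Triton-X containing SYBR Green and read by fluorescence.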
The depositor's hits bear a star; i = inactive; ? = inconclusive; [ ] = remark or other dose. Potency means the concentration at half of the fitted maximal effect. An excerpt, so the mix of outcomes need not match the whole.

SMILES	Pf Dd2 inh
CCNc1nc(NC(C)(C)C)nc(Oc2ccc(=O)n(C)n2)n1	18%
COc1ccc(C(=O)Nc2ccc(N3CCOCC3)c(C(F)(F)F)c2)cc1OC	-3%
O=C(c1csc(Cc2ccccc2)n1)N1CCC2(CCNCC2)CC1	7%
COc1cccc(-n2c(=O)c3c(C)c(C)sc3n(CC(=O)NCCc3ccc(OC)c(OC)c3)c2=O)c1	-19%
COc1ccc(CCc2nc3nccc(-c4ccncc4)n3n2)cc1	i
C/C=C(\C)CN1CCCC(C(=O)Nc2ccccc2-c2ccc(OC)cc2)C1 (configuration not stated)	?
COc1ccc(C(=O)NC2CCN(c3cc(-c4cccs4)[nH]n3)CC2)cc1F	i
Cc1ccc(NC(=O)NCCc2ncc(C)n2C2CCC2)cc1C	-11%
Cc1ccc(CN2C[C@@H]3C(=O)N(C)C(=O)[C@@H]3C2)o1	7%
O=C(Nc1ccccc1C(F)(F)F)[C@@H]1COCC(=O)N1Cc1ccc(F)cc1	3%

3 entries from above, as labelled records.
COc1ccc(C(=O)NC2CCN(c3cc(-c4cccs4)[nH]n3)CC2)cc1F
- Pf Dd2 inh = i

Cc1ccc(NC(=O)NCCc2ncc(C)n2C2CCC2)cc1C
- Pf Dd2 inh = -11%

Cc1ccc(CN2C[C@@H]3C(=O)N(C)C(=O)[C@@H]3C2)o1
- Pf Dd2 inh = 7%

More compounds
SMILES	Pf Dd2 inh
COc1ccc(CNC(=O)C2=C(C)C(=O)OC23CCCCC3)cc1	61%[activator]
COc1ccc(CNC(=O)C[C@@H]2C[C@H]3O[C@H](CNC(=O)NCc4ccccc4)[C@@H](O)[C@H]3O2)cc1	9%
CC1=NOC2(CCN(Cc3c[nH]c4ccccc34)CC2)C1	-5%[44.1 µM]
O=C1C(c2ccccc2)CC2(CCN(Cc3ncccn3)CC2)CN1C1CC1 (configuration not stated)	-26%
CCC1CN(C(=O)N2CCC(C(=O)NCCN(CC)CC)CC2)c2cc(C)ccc2O1 (configuration not stated)	i
O=C(COc1ccc(NC(=O)C2CC2)cn1)NCc1ccc(F)cc1F	-4%
Cc1cccc(C(=O)N2[C@@H]3CC[C@H]2CC(NC(=O)c2ccncc2)C3)c1 (some centres not stated)	i
CS(=O)(=O)N(C1CCOCC1)C1CN(C(=O)C2(c3ccccc3)CC2)C1	2%
CCc1noc(-c2ccn3c(CNC(=O)CCc4ccccc4)nnc3c2)n1	?
COCc1c(C(=O)N2C[C@@H](COC)[C@H](c3ccncc3)C2)noc1C	36%

Part of the list above, field by field:
COc1ccc(CNC(=O)C2=C(C)C(=O)OC23CCCCC3)cc1
  Pf Dd2 inh: 61%[activator]
COc1ccc(CNC(=O)C[C@@H]2C[C@H]3O[C@H](CNC(=O)NCc4ccccc4)[C@@H](O)[C@H]3O2)cc1
  Pf Dd2 inh: 9%

(more compounds)
SMILES	Pf Dd2 inh
O=C1N(c2ccccc2)C[C@H]2CN(C3CCOCC3)CCN12	31%[44.1 µM]
Cc1ccc(C(=O)N2CCC3(CC2)C(=O)N(C)c2ccccc23)cc1C	?
CC(=O)N1CCN(c2ccnc(-c3nnc(C)n3-c3ccccc3)c2)CC1	-18%[44.1 µM]
COc1cccc(C(=O)N(Cc2nc(-c3ccc(Cl)cc3)no2)C(C)C)c1OC	32%[activator]
O=C(CSc1ccccc1)NCc1ccc2c(c1)CCN2C(=O)c1ccc(F)cc1	i
O=C(c1ccc2ccccc2n1)N1CCC(n2cc(-c3nc(-c4ccccc4)no3)nn2)C1 (configuration not stated)	i
CC(C)Cn1c(-c2ccc(S(=O)(=O)N3CCOCC3)cc2)csc1=Nc1cc(Cl)ccc1Cl	10µM*
CCOc1ccc(-c2cc3c(=O)n(Cc4nc(-c5cccc(OC)c5OC)oc4C)ccn3n2)cc1Cl	7%
COc1ccc(CCN2CCC(CN(C)C(=O)NCc3ccccc3)CC2)cc1	?
CCc1ccc(CNC(=O)C(CC)n2nc(C)c3c(C)n(-c4ccccc4)nc3c2=O)cc1 (configuration not stated)	?

By substructure: those above with a thiophene ring, fused or not
SMILES	Pf Dd2 inh
COc1cccc(-n2c(=O)c3c(C)c(C)sc3n(CC(=O)NCCc3ccc(OC)c(OC)c3)c2=O)c1	-19%
COc1ccc(C(=O)NC2CCN(c3cc(-c4cccs4)[nH]n3)CC2)cc1F	i

(more compounds)
SMILES	Pf Dd2 inh
O=c1c2oc3ccccc3c2n(Cc2ccccc2)c(=O)n1Cc1ccco1	-6%
COc1ccc(C2(C(=O)N3CCC4(CC3)C(OC)CN4c3cccc(F)c3)CC2)cc1 (configuration not stated)	?
Cc1noc(C2CC3(CCN(C(=O)C4CCCC4)CC3)CN2C)n1 (configuration not stated)	-2%
O=C(CSc1nc2c([nH]c3ccccc32)c(=O)n1-c1ccc(F)cc1)N1CCCc2ccccc21	0%
COc1ccc(OC)c(S(=O)(=O)N2CC=C(c3c(C)n(CC(=O)N4CCCC4)c4ccccc34)CC2)c1	?
O=C(Cn1cccn1)N1C[C@@H](COCC2CC2)[C@H](c2ccccn2)C1	15%
COc1ccccc1-n1c(/C=C/c2c(C)n(C)c3ccccc23)nc2ccccc2c1=O	4µM*
Cc1cnc(C(=O)N[C@@H]2CCC[C@@H]2C(=O)NCc2ccc(F)cc2)cn1	10%
CCCCCSc1ncnc2c1sc1nc(N3CCOCC3)c3c(c12)CCCC3	52%[activator]
Cc1sc2c(c1C)c(=O)n(CCc1ccccc1)c(=O)n2Cc1cccc(F)c1	?
Cc1cc(CN(C)Cc2cn(-c3cccc(F)c3)nc2-c2ccc(C)o2)n[nH]1	-2%
Cc1ccc(CN2CCCC3(CN[S+](=O)([O-])c4ccccc4N3)C2)cc1 (configuration not stated)	-27%
O=C(Nc1cccc(C(F)(F)F)c1)N[C@H]1[C@H](O)[C@@H](N2CCOCC2)[C@@H]2OC[C@H]1O2	15%[44.1 µM]
CCn1cc(C(=O)N2CCN(c3ccccc3OC)CC2)c(=O)c2cc(S(=O)(=O)N3CCCCC3)ccc21	-8%
CC(=O)Nc1ccc(CN2CCC3(CC2)COc2ccccc2NC3=O)cc1	-23%
O=C(COCc1cc(-c2cccs2)on1)N1CCN(c2cccc(Cl)c2)CC1	i
O=C(COc1ccc(Cl)cc1)N1CCC(c2n[nH]c(=O)n2Cc2ccc(F)cc2)CC1	?
COCCCNC(=O)C1CCN(Cc2nc(-c3ccc(OC)c(OC)c3)oc2C)CC1	8%
O=C(NCC1CCCO1)c1ccc(Cn2ccn3nc4c(c3c2=O)CCCC4)cc1 (configuration not stated)	?
Cc1ccccc1S(=O)(=O)N1CCC(CCC(=O)NC2CC2)CC1	-10%
Cc1nnc2ccc(NC3CC3)nn12	7%
O[C@@H]1CCN(Cc2nc(C3(O)CCN(CC4CC4)CC3)cs2)C1	28%[44.1 µM]
Cc1cc(Nc2ccc(F)cc2F)nc(-n2nc(C)cc2C)n1	-23%
O=C(NCC1CCCO1)c1ccc2oc(-c3ccc(C(F)(F)F)cc3)nc2c1 (configuration not stated)	-7%
CCOC(=O)c1ccc2c(c1)N(CC(=O)Nc1ccc(C)cc1C)C(=O)c1ccccc1S2	?
COCCCNC(=O)c1nn(-c2ccc(C)cc2)nc1CO	42%[activator]
Cc1ccc(NC(=O)C2CCN(c3cn[nH]c(=O)c3)C2)cc1 (configuration not stated)	2%
Cc1oc(-c2ccc(C(=O)NCc3ccccc3)cc2)nc1CN1CCc2ccccc21	1%
CCCCc1nc(C)cc(NCCNC(=O)C2CCCN(C(N)=O)C2)n1 (configuration not stated)	-5%
NC(=O)c1cccc(CN2CCC3(CC2)CC(Cc2ccccc2)=NO3)c1	-4%
CC(C)[C@]1(O)CN(C(=O)Cn2[nH]c3ccccc3c2=O)C[C@H]1C	-5%
O=C(c1ccc(OC(F)F)cc1)N1C[C@H](CO)C[C@H](CN2CCCC2)C1	4%
Cc1ncncc1C(=O)N1CCOC(CC(c2ccccc2)c2ccccc2)C1 (configuration not stated)	-17%
CCc1ccc(NC(=O)N2CCC(N3CC4CC(C3)[C@H]3CCCC(=O)N3C4)CC2)cc1 (some centres not stated)	-6%
COc1nccc(N2CCC(CC(=O)NCc3ccccc3F)CC2)n1	-24%
CCc1nn(CC(=O)NCCCN(CC)CC)c(=O)c2cc3occc3n12	49%[activator]
COc1cc(OC)cc(C(=O)N2[C@@H]3CC[C@H]2CC(NC(=O)c2ccc(F)cc2)C3)c1 (some centres not stated)	?
CCc1cc(C(=O)N2CC[C@@H]3[C@@H](CCC(=O)N3CCN)C2)n(C)n1	6%
CCn1cc(C(=O)N2CCN(c3ccc(C(C)=O)cc3)CC2)c2cc(OC)c(OC)cc2c1=O	?
O=C(Cn1nc(C(F)(F)F)c2c1CCCC2)Nc1cccc(Cl)c1	-1%
O=C(c1nccc2ccccc12)N1CCC(n2cc(-c3nc(-c4ccccc4)no3)nn2)C1 (configuration not stated)	i
Cc1ccc(NC(=O)Cn2nnnc2-c2ccccc2N)cc1	17%
CC(C)c1ccc(CC(=O)N2CCCc3ncc(C(=O)NCc4ccc(F)cc4)cc32)cc1	-7%
Cn1nc(-c2ccc3ccccc3c2)cc1[C@H]1CN2CC[C@H]1C[C@@H]2CNC(=O)NCc1ccccc1	7.9µM*
COCC1CCCCN1C(=O)c1ccc2oc(CCc3ccccc3)nc2c1 (configuration not stated)	-11%
O=C(NCc1ccccn1)C1(CCO)CCN(c2ncccn2)C1 (configuration not stated)	i
O=C(c1ccc(Oc2ccccc2)cc1)N1CCC2OCCN(c3ccccc3)C(=O)C2C1 (configuration not stated)	-7%
O=C1CO[C@H]2CN(Cc3ncc[nH]3)C[C@H]2N1Cc1cccnc1	13%[44.1 µM]
O=C(c1ccccc1)N1CCCC2(C1)C(=NC1CCCCC1)NC(=O)N2c1cccnc1 (configuration not stated)	?
COc1cccc(C(C)N(C)Cc2nc(-c3cccs3)no2)c1 (configuration not stated)	10%

Brought forward from above: 2 compounds, followed by the next part.
SMILES	Pf Dd2 inh
O=C(c1ccccc1)N1CCCC2(C1)C(=NC1CCCCC1)NC(=O)N2c1cccnc1 (configuration not stated)	?
COc1cccc(C(C)N(C)Cc2nc(-c3cccs3)no2)c1 (configuration not stated)	10%
N#Cc1cccc(-c2cn3c(n2)N(C(=O)Cc2ccsc2)CCC3)c1	-12%
COc1ccc(-c2cc(C(=O)NC3CC3)c3c(C4CCNCC4)noc3n2)cc1	?
Cc1cnn(CCC(=O)N[C@@H]2CN(C3CCOCC3)C[C@H]2CN(C)C)c1	16%
C#CCN(Cc1ccco1)Cc1cnc(S(C)(=O)=O)n1CCCc1ccccc1	-3%
COCCOC1CCN(C(=O)CCc2nc3ccccc3s2)CC1	23%
CNc1ccc(-c2nc(-c3ccncc3)no2)cc1[N+](=O)[O-]	32%[activator]
COc1ccccc1CC(=O)N1CCC2(CC1)NC(=O)N(Cc1ccc(F)cc1)C2=O	-9%
Cc1cccc(-c2nn3c(=O)cc(CN4CCN(C(=O)c5ccccc5Br)CC4)nc3s2)c1	-21%
Cc1cccc(OCCc2noc(C3CCCCN3C(=O)NC(C)C)n2)c1 (configuration not stated)	?
Cc1nc(C)n(CCCNc2nccc(-c3ccccn3)n2)n1	0%
CCOCCCN(Cc1ccco1)S(=O)(=O)c1cc2c(cc1C)NC(=O)CO2	i
COc1cccc(CCC(=O)N2CCCC2c2nc(C3CCOCC3)no2)c1 (configuration not stated)	-2%
COc1cc(CN2CCN(c3ncnc(C)c3C)CC2CCO)cc(OC)c1 (configuration not stated)	-20%
COc1cccc([S+](=O)([O-])N2CCn3c(nn(-c4ccc(F)cc4F)c3=O)C2)c1	-12%
Cc1ccc(-c2nocc2CCC(=O)O)cc1	i
CC1(C(=O)NCC2CC2)COCc2cnc(Nc3ccccc3)nc21 (configuration not stated)	1%[44.1 µM]
O=C(NC1CCCC1)N1c2ccccc2CC1c1noc(C2CCOCC2)n1 (configuration not stated)	?
O=C(N[C@H]1CCC[C@H]1O)C1(Oc2ccc(Cl)cc2)CCNCC1	-19%
O=C(CCNS(=O)(=O)c1ccc2c(c1)CCN2C(=O)C1CC1)N1CCN(c2cccc(C(F)(F)F)c2)CC1	-22%
Cc1nn2c(c1-c1ccccc1-c1ccccc1)N(C(=O)c1ccnn1C)CCC2	-10%[44.1 µM]
COc1ccc(-c2nc(C)nc3c2CCN(CC2CCCCC2)CC3)cc1	i
CC(C)CCC(=O)N1CCC(OC2CCN(Cc3ccccc3)CC2)CC1	-27%
OCc1ccc(CN2CCCC(CCc3c(F)cccc3F)C2)o1 (configuration not stated)	?
COc1cc(C2CC(=O)c3c([nH]c(C(=O)OCC4CCCCC4)c3C)C2)cc(OC)c1OC (configuration not stated)	?
COc1cc(C(=O)NCC(c2cccs2)S(=O)(=O)c2cccs2)cc(OC)c1OC (configuration not stated)	18%
COCCNc1ncc(-c2ccnc(C)c2)c2c1OCC2	15%[44.1 µM]
CCC(=O)N1CCC(O)(c2ccccc2)[C@H](N(C)C)C1 (some centres not stated)	i[5.79 µM]
Cc1ccc(C(=O)N2CCC3(CC2)N(C)C(=O)CS3(=O)=O)cc1F	24%
COc1ccc(NC(C)(C)C(=O)N2CCC3(CCN(C)CC3)C2)cc1	i
Cc1nc(CCCNC(=O)[C@H]2CCC[C@@H](O)C2)sc1C	3%
COc1ccc(CNC(=O)Cn2c(=O)oc3cc(S(=O)(=O)N4CCC(C)CC4)ccc32)cc1	-29%
CCCCN(C)CCCNC(=O)c1cc(-c2cccnc2)nc2ccccc12	-24%
